Screens as filed in PubChem.
Siah-1 displacement: blockers of Siah-1 interaction with plectin peptide – biochemical, fluorescence polarization, rhodamine-plectin, uHTS, primary screen (AID 1817). Siah-1 / rhodamine-plectin peptide fluorescence polarization; higher % means a stronger effect. displacement, % at 20 µM; hits with a dose series show IC50 in µM. 290,000 tested, 0.02% active;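 active = displacement of at least 50% at 20 µM, with a fluorescence ratio check between 0.3 and a set limit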;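 also: plate controls were Siah plus tracer with DMSO for no effect and tracer alone without Siah for full effect; strong numbers were not always called active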
Dynein cargo inh: dynein cargo transport inhibition. 3617.4 mouse cells, GR-EGFP nuclear translocation imaging; test concentration mostly 20 µM; stimulated with dexamethasone, 1 µM; hits give low values. z-score, hits read low. AID 1381. 220,000 tested, 0.47% active;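 active = plate z-score of nuclear minus cytoplasmic receptor signal below a set negative limit, without overly bright fluorescence or cell loss, cut at about -3.5 in these data, passing the limit was not always enough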;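 also: z-score of nuclear minus cytoplasmic ring GR-EGFP intensity difference per well; some compounds called inactive have numbers as strong as hits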
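Schedule: 48 h induction, then 1 h compound, then 30 min agonist, 37 °C. Buffer or medium: tetracycline-free induction medium containing charcoal-stripped FBS. Reagent: 1.0 µM final dexamethasone stimulus. Evaluation: nuclear versus cytoplasmic GR-EGFP signal, averaged per well. Signal: high-content fluorescence imaging after fixation.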
human PMI inhibitors: MPI inhibition at elevated mannose 6-phosphate – biochemical, fluorescence intensity, high mannose 6-phosphate, primary screen (AID 1220); recombinant PMI enzyme, coupled fluorescence intensity; higher % means a stronger effect; inhibition, % at 20 µM; hits with a dose series show IC50 in µM; 190,000 tested, 0.66% active
XIAP displacement: XIAP antagonists, biochemical, IAP family, fluorescence polarization (AID 1018). XIAP BIR domain, fluorescence polarization peptide displacement; higher % means a stronger effect. 200,000 tested, 0.007% active. displacement, % at 20 µM, or IC50 in µM where a hit was titrated; in the data active = displacement above about 50%; also: a part of the inactive calls stands beside numbers as strong as those of hits
M1AAP inhibition: malaria alanyl aminopeptidase activity blockers – biochemical, fluorogenic H-Leu-NHMec substrate, 1536-well (AID 1445) | recombinant M1AAP, H-Leu-NHMec fluorogenic kinetic assay; higher % means a stronger effect | one-dose inhibition, % at 30 µM; IC50 in µM for titrated hits | 220,000 tested, 0.42% active;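 active = primary inhibition above the hit cutoff, then over 50% inhibition at one or more dose response concentrations, cut at about 23% in these data, passing the limit was not always enough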;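 also: plate controls were DMSO full reaction for no effect and no enzyme background for full effect; strong numbers were not always called active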
LYP phosphatase: PTPN22 lymphoid phosphatase activity blockers – biochemical, fluorescence intensity, uHTS (AID 1779) | one-dose inhibition, % at 11.5 µM; IC50 in µM for titrated hits | 290,000 tested, 0.054% active | recombinant LYP phosphatase, fluorescence intensity; higher % means a stronger effect;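 also: plate controls were vehicle with enzyme for no effect and no enzyme for full effect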
AID2073: disruptors of CaV2.2 binding to Mint1 – biochemical, HTRF (AID 2073). HTRF protein-protein interaction, Mint1-CaV2.2; higher % means a stronger effect. 290,000 tested, 0.19% active. one-dose inhibition, % at 20 µM; IC50 in µM for titrated hits; in the data active = inhibition mostly above about 51%, no sharp cut-off; also: some results filed as inactive read as strong as hits
M17LAP inhibition: P. falciparum M17LAP inhibitors, primary screen, biochemical, fluorogenic H-Leu-NHMec substrate, 1536-well (AID 1619) | recombinant M17LAP, H-Leu-NHMec fluorogenic kinetic assay; higher % means a stronger effect | inhibition, % at 30 µM; hits with a dose series show IC50 in µM | 220,000 tested, 0.38% active;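 active = compound inhibiting the enzyme by more than half at any dose during confirmatory dose-response retesting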;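 also: plate controls were full reaction with DMSO carrier for no effect and no enzyme background for full effect; strong numbers were not always called active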
PMI inhibitors: MPI enzyme activity inhibition – biochemical, fluorescence intensity, coupled assay, primary screen (AID 1209) | purified PMI enzyme, coupled fluorescence intensity; higher % means a stronger effect | one-dose inhibition, % at 20 µM; IC50 in µM for titrated hits | 190,000 tested, 0.42% active;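 also: plate controls were DMSO vehicle for no effect and wells lacking substrate for full effect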
Dynein cargo inh cytoplasmic EGFP: second read-out of Dynein cargo inh, no call of its own (marks repeat the call); z-score; measured here: cytoplasmic GR-EGFP intensity; hits give high values
Dynein cargo inh nuclear GR-EGFP: also measured in Dynein cargo inh; calls as there; z-score; measured here: nuclear GR-EGFP intensity;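 lower value marks the stronger effect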
Dynein cargo inh cell count: also measured in Dynein cargo inh; calls as there; z-score; measured here: cell count per field
* = called active by the depositor; x = not tested or not shown; & = joins results of further samples. Rule as the data show it, unless noted: active = inhibition above about 50%; inactive = the rest.

SMILES | Siah-1 displacement | Dynein cargo inh | Dynein cargo inh cytoplasmic EGFP | Dynein cargo inh nuclear GR-EGFP | Dynein cargo inh cell count | human PMI inhibitors | XIAP displacement | M1AAP inhibition | LYP phosphatase | AID2073 | M17LAP inhibition | PMI inhibitors
Cc1ccc(N2C(=O)C3NN=C(C(=O)OCc4ccccc4)C3C2=O)cc1 (stereo unspecified) | 7% | -0.098 | -0.32 | -0.27 | 0.35 | 0% | -3.5% | 3% | -6% | 1% | 2% | -10%
CCCCN(C)CCCNC(=O)Cn1c(=O)sc2ccccc21 | -1% | 0.96 | -0.2 | 0.93 | 0.15 | 6% | -6.8% | -4% | -1% | 5% | -12% | 1%
COc1ccc(/C=C/C(=O)NCCSCc2ccco2)cc1 | 14% | -0.6 | -0.28 | -0.66 | 0.41 | 8% | -6.0% | 8% | 5% | 23% | 22% | 1%
O=C(c1cccn2c(=O)c3ccc(Cl)cc3nc12)N1CCN(Cc2ccc3c(c2)OCO3)CC1 | 2% | -0.33 | 0.39 | -0.17 | 0.26 | -3% | -7.3% | 14% | 4% | 23% | -22% | -2%
CCOC(=O)/C=C/C(=O)OCC(=O)Nc1ccc(Cl)cn1 | 2% | 0.92 | -0.3 | 0.069 | 0.41 | 10% | -16% | -2% | -2% | -14% | 0% | 13%
CCOC(=O)c1cc2sc(C)cc2n1CC(=O)N1CCOCC1 | -4% | -0.53 | -0.27 | -0.13 | 0.092 | -4% | -8.2% | 6% | -5% | -3% | 8% | -1%
O=S(=O)(c1ccc(Cl)cc1)N1CCN=C1SCc1cccc(Cl)c1 | 3% | -0.16 | -0.29 | -0.4 | 0.17 | 10% | -1.1% | -2% | 2% | -1% | -7% | 6%
CCc1ccc(NC(=O)c2cnc3scc(C)n3c2=O)cc1 | 1% | -0.99 | -0.23 | -0.43 | 1.2 | 12% | -8.6% | 10% | 2% | -1% | -12% | 14%
Nc1cccc2c1C(=O)N(C(=O)c1cccc(S(=O)(=O)N3CCCC3)c1)C2=O | -11% | 2.7 | -0.15 | 1.7 | -1.6 | -4% | -6.3% | -3% | -7% | 12% | -27% | 4%
COc1cc(CC(=O)OCC(=O)Nc2cc([N+](=O)[O-])ccc2Cl)cc(OC)c1OC | 0% | -1.2 | -0.33 | -0.7 | 2.4 | -5% | -4.9% | 8% | 3% | 1% | 0% | 4%
Cc1nc(C(C)(C)O)n(-c2ccccc2)n1 | -2% | 0.5 | -0.14 | 0.26 | -0.72 | -7% | -2.3% | 4% | -8% | -1% | -5% | -14%
Cc1cccc(C)c1NC(=O)Cn1nc(-c2ccccc2)nc1-c1ccccc1 | 0% | x | x | x | x | 40% | -2.6% | 4% | 1% | 27% | -1% | 8%
Cn1ccc(C(=O)N/N=C/c2ccccc2[N+](=O)[O-])n1 | 2% | -0.21 | -0.26 | -0.37 | 0.93 | x | x | -5% | -3% | -8% | -4% | x
Brc1cccc(CNc2nc3ccccc3n2CCN2CCOCC2)c1 | -8% | 3.4 | -0.21 | 1.8 | -1.6 | 1% | -12% | -6% | -10% | -6% | -6% | 5%
Cc1nnc(SCC(=O)Nc2ccc(Cl)cn2)[nH]c1=O | 1% | 0.31 | -0.25 | 0.54 | -0.87 | -12% | -2.1% | 2% | -6% | -8% | 24% | -12%
CC1CCN(C(=O)/C=C/c2ccc(C(C)(C)C)cc2)CC1 | 3% | -1.1 | -0.23 | -0.42 | 1.7 | 10% | 0.8% | 1% | 12% | 10% | -2% | 10%
CCN(CC)CCNC(=O)c1c(C)n(-c2ccccc2)c2cc(Br)c(OC)cc12 | 0% | -5.2 | -0.24 | -3.2 | -4.8 | 16% | -6.0% | 2% | -2% | 44% | 8% | 11%
COc1ccc(C(=O)C2CCCN(Cc3ccc4nonc4c3)C2)cc1OC (stereo unspecified) | 1% | 1.5 | -0.32 | 0.49 | -0.28 | 14% | -8.4% | 0% | -9% | -7% | -2% | 19%
Cc1cc2n(c1)CCn1c(C)ccc1-2 | 5% | 0.15 | -0.13 | 0.44 | -0.58 | -19% | 2.9% | 7% | 3% | 6% | 4% | 9%
O=C(Nc1cccc(F)c1)NC1CC2CCCC(C1)N2C1CC1 (stereo unspecified) | 2% | 1.6 | -0.19 | 0.78 | -0.59 | -12% | -2.8% | -2% | 0% | 20% | -3% | -11%
Nc1nc2ccc(OC(F)(F)F)cc2s1 | 2%&2% | -0.59 | -0.22 | 0.22 | 0.26 | 2%&-2% | -17%&-3.4% | 11%&-2% | -1%&-7% | -3%&0% | -16%&0% | 2%&-4%
CCC(C(=O)Nc1cc(C)nn1-c1nc(C)cc(C)n1)c1ccccc1 (stereo unspecified) | -2% | 2.7 | -0.067 | 1.3 | -2.1 | 2% | -2.6% | 7% | -6% | -10% | -3% | 5%
O=C(Cn1nnc(-c2ccccc2NC(=O)C2CC2)n1)NC1CCCCC1 | 2% | -0.39 | -0.19 | -0.27 | 0.6 | 2% | -2.0% | 4% | -4% | 0% | 4% | -7%
CC(=O)C1C(c2cccc(Oc3ccccc3)c2)NC(=O)NC1(O)C(F)(F)F (stereo unspecified) | -3% | -0.65 | -0.33 | -0.21 | 0.17 | 2% | -0.6% | 0% | -1% | -3% | -11% | 3%

Five compounds drawn at random from those above, as already listed:
SMILES | Siah-1 displacement | Dynein cargo inh | Dynein cargo inh cytoplasmic EGFP | Dynein cargo inh nuclear GR-EGFP | Dynein cargo inh cell count | human PMI inhibitors | XIAP displacement | M1AAP inhibition | LYP phosphatase | AID2073 | M17LAP inhibition | PMI inhibitors
O=C(Nc1cccc(F)c1)NC1CC2CCCC(C1)N2C1CC1 (stereo unspecified) | 2% | 1.6 | -0.19 | 0.78 | -0.59 | -12% | -2.8% | -2% | 0% | 20% | -3% | -11%
CCC(C(=O)Nc1cc(C)nn1-c1nc(C)cc(C)n1)c1ccccc1 (stereo unspecified) | -2% | 2.7 | -0.067 | 1.3 | -2.1 | 2% | -2.6% | 7% | -6% | -10% | -3% | 5%
Nc1nc2ccc(OC(F)(F)F)cc2s1 | 2%&2% | -0.59 | -0.22 | 0.22 | 0.26 | 2%&-2% | -17%&-3.4% | 11%&-2% | -1%&-7% | -3%&0% | -16%&0% | 2%&-4%
COc1ccc(C(=O)C2CCCN(Cc3ccc4nonc4c3)C2)cc1OC (stereo unspecified) | 1% | 1.5 | -0.32 | 0.49 | -0.28 | 14% | -8.4% | 0% | -9% | -7% | -2% | 19%
Cn1ccc(C(=O)N/N=C/c2ccccc2[N+](=O)[O-])n1 | 2% | -0.21 | -0.26 | -0.37 | 0.93 | x | x | -5% | -3% | -8% | -4% | x

Carrying on:
SMILES | Siah-1 displacement | Dynein cargo inh | Dynein cargo inh cytoplasmic EGFP | Dynein cargo inh nuclear GR-EGFP | Dynein cargo inh cell count | human PMI inhibitors | XIAP displacement | M1AAP inhibition | LYP phosphatase | AID2073 | M17LAP inhibition | PMI inhibitors
COc1ccc(C(C(=O)NC2CCCC2)N(C(=O)c2snc(-c3ccc(F)cc3)c2N)c2ccccc2)cc1 (stereo unspecified) | -4% | -0.19 | -0.064 | -0.33 | 0.75 | -11% | -4.5% | 17% | -3% | 34% | 16% | -11%
Cc1cccc(C2CC(c3ccccc3)Nc3ncnn32)c1 (stereo unspecified) | 0% | -0.48 | -0.021 | -0.18 | 0.32 | -5% | -6.8% | 2% | -6% | -1% | 11% | -7%
CC(C)N1CCc2c(sc(NC(=O)CCc3ccccc3)c2C(N)=O)C1 | -2% | -0.68 | -0.2 | -0.97 | 0.31 | -10% | -9.8% | 6% | -10% | 0% | 80% | -21%
O=c1cc(N2CCCCC2)c(-c2ccccc2)nn1Cc1ccc(F)cc1 | 1% | 1.1 | -0.33 | 0.52 | -1 | 7% | 1.6% | 7% | 5% | -5% | -2% | 5%
Cc1cccc(NC(=O)C23CCC(C)(C2Br)C3(C)C)c1 (stereo unspecified) | -4% | 0.071 | -0.17 | -0.6 | 0.089 | -6% | -1.6% | 3% | 8% | 20% | 12% | -15%
O=c1c2c3nc4ccccc4nc3n(/N=C/c3ccccn3)c2ncn1-c1ccccc1 | 15% | 0.72 | -0.1 | 0.43 | -1.7 | x | x | -3% | 8% | 22% | -7% | x
O=C(Nc1ccc(-c2nc3ccccc3o2)c(O)c1)c1cc(-n2cnnc2)ccc1Cl | -3% | 1.6 | 0.41 | 1.1 | -0.76 | 1% | -5.4% | 13% | -7% | 8% | -4% | 5%
CCOC(=O)C(C)n1nc(-c2ccccc2)c2ccccc2c1=O (stereo unspecified) | -4% | -1.2 | -0.34 | -0.21 | 1.4 | 11% | -8.3% | -11% | -5% | -9% | -6% | 12%
COc1cc(-c2nc(-c3ccc(C)nc3OC)no2)cc(OC)c1OC | 4% | x | x | x | x | 11% | -1.5% | x | -6% | 6% | x | 13%
N#CC1=C(N)Oc2cc(N)ccc2C1C1CCCCC1 (stereo unspecified) | -4% | 0.076 | -0.21 | -0.13 | -0.089 | 8% | -3.5% | 8% | -12% | 7% | -2% | 14%
CC(=O)NC1(c2nnnn2CCOC(=O)Nc2ccc(Cl)cc2)CCCC1 | 0% | 1 | 0.38 | 1.5 | -2.2 | 5% | -7.1% | -4% | -7% | 2% | -4% | 0%
O=C(Cn1c(=O)n(Cc2ccco2)c(=O)c2cc(Cl)ccc21)NCC1CCCO1 (stereo unspecified) | -5% | -0.81 | -0.27 | -0.062 | 0.28 | 0% | 2.2% | 3% | -6% | 22% | 12% | 1%
C=CCn1c(SCC(=O)NC2CCCCC2)nnc1-c1sc(N)nc1C | -2% | -0.021 | -0.28 | 0.15 | 0.71 | 18% | -5.3% | 6% | -1% | 23% | 7% | 15%
S=C(Nc1cccc(Cl)c1)N1CCN(Cc2ccccc2)CC1 | -5% | -0.25 | -0.12 | 0.045 | 0.38 | 8% | -3.1% | 0% | -10% | -24% | 6% | -4%
Cc1ccc(N/N=C(\C#N)C(=N)N2CCCCC2)cc1 | 6% | 0.2 | -0.25 | 0.056 | -0.61 | x | x | 3% | -5% | -17% | 2% | x
